# TbREL1 primary = TbREL1 inhibition, primary screen; AID 1117264; TbREL1 RNA ligation, FRET fluorescence; actives 0.49% (n = 89,000); inhibition, % at 9.66 µM; P86926;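 active = inhibition above the mean inhibition across all screened compounds plus 3 SD, cut at about 11% in these data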;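 also: 0% = plate median of test wells and 100% = NSC42067 control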
# Target sequence (P86926 whole entry, looked up): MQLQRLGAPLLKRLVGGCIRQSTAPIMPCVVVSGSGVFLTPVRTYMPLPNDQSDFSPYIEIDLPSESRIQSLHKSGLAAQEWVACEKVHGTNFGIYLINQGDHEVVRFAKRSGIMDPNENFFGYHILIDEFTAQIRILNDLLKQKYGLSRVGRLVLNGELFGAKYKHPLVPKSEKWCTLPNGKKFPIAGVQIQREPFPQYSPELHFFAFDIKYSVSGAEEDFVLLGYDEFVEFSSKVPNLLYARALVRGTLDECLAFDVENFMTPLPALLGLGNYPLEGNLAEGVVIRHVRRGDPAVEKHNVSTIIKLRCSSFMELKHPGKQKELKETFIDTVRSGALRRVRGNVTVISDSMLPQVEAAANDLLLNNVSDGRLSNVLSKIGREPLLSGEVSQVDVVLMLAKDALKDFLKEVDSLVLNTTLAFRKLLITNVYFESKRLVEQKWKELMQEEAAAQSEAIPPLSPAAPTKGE
# Active calls of the source: *. Only part of the results is shown, so the mix of outcomes need not match the whole.
SMILES,TbREL1 primary
C[C@H](CO)N1C[C@H](C)[C@@H](CN(C)C(=O)Nc2ccc(C(F)(F)F)cc2)Oc2ccc(NC(=O)c3ccncc3)cc2C1=O,1.1
O=C(Cc1cccc(NC(=O)C2CCCN(C(=O)C3CCC3)C2)c1)Nc1ccc(C(=O)N2CCOCC2)cc1 (stereo unspecified),-0.8
CCO[C@@H]1OC(C(=O)N2CCN(Cc3ccc4c(c3)OCO4)CC2)=C[C@H](C)[C@H]1CCCO,2.7
CCOc1ccc(Br)cc1S(=O)(=O)Nc1nc(CN2CCOCC2)nc2sc(C)c(C)c12,-1.1
Cc1oc(C(=O)O)cc1COc1ccc2c3c(c(=O)oc2c1)CCC3,2.1
O=C(COC(=O)c1ccc([N+](=O)[O-])cc1)Nc1ccc(Cl)cn1,-1.2
Cc1ccc(C(=O)Oc2cccc(NC(=O)c3cccs3)c2)cc1S(=O)(=O)N1CCOCC1,2.2
Cc1cccc(N(C(=O)CNC(=O)c2ccco2)C(C(=O)NCC2CCCO2)c2ccccc2)c1 (stereo unspecified),-2.3
C#CCn1c(=NC(=O)c2sc3ccccc3c2Cl)sc2cc(S(N)(=O)=O)ccc21,-0.5
COC(=O)[C@@H]1[C@H](O[Si](C)(C)C(C)(C)C)C2OC2C[C@H]1S(=O)(=O)c1ccccc1 (stereo partly specified),-3.2
O=C(O)Cc1ccc(NS(=O)(=O)c2c(Cl)cccc2Cl)cc1,-1.9
Cc1nc2cc(NC(=O)COc3ccc(C#N)cc3)ccc2n1-c1ccccc1,-0.8
CN(C(=O)COC(=O)C1CCN(S(=O)(=O)c2ccc3c(c2)OCCO3)CC1)c1ccccc1,-0.8
CCOC(=O)N1CCN(c2nc3ccccc3n3cnnc23)CC1,2.4
C#CCNC(=O)C[C@H]1C(=O)N(CC=C)C2=CCCC[C@@]21C(=O)OCC,-0.7
Nc1nn(-c2ccccc2)c(N)c1N=Nc1ccccc1,0.1
O=C(c1ccccc1)n1nnc2ccccc21,0.6
CCS(=O)(=O)N1Cc2ccccc2CC1C(=O)N(C)Cc1ccc(OC)c(F)c1 (stereo unspecified),-0.6
O=C(NC12CC3CC(CC(C3)C1)C2)c1ccc([N+](=O)[O-])cc1,0.5
CCN1C(=O)/C(=C\N2CCOCC2)SC1=S,7.9
O=C(NN=C1CCCCCCCCCCC1)c1cccc(S(=O)(=O)N2CCOCC2)c1,0.5
CCCCNC(=S)N1CCN(Cc2ccc3c(c2)OCO3)CC1,-0.7
N#CC(C(=O)Nc1cccc(Cl)c1)=C1Nc2ccccc2N1,5.5
N#CCc1cc2ccc3cccc4ccc(c1)c2c34,3.7
CC(c1ccccc1)n1cc(C(=O)NCc2ccccn2)nn1 (stereo unspecified),0.2
Cc1cccc2c1-c1sc(C(=O)NCCCN3CCCC(C)C3)cc1CO2 (stereo unspecified),9.7
O=C(Nc1cccc(Cl)c1N1CCOCC1)c1cccnc1,-3.3
O=C1Nc2ccc(S(=O)(=O)NCCCO)c3cccc1c23,0.9
C#CCOCCOCCOCCNc1nc(N2CCOCC2)nc(N2CCN(C(=O)[C@H]([C@@H](C)O)n3cc(CCCCN)nn3)CC2)n1,2.5
CN1CCN(C(=S)NC(=O)c2ccc(C(C)(C)C)cc2)CC1,-5.7
CC(C)c1ccc(NC(=O)c2ccc3snnc3c2)cc1,5.9
COc1ccc(C(=O)NCC(=O)OCc2nc(N)nc(Nc3ccccc3C)n2)cc1,2.1
O=C(COC(=O)c1cccnc1Cl)c1ccc2c(c1)OCCO2,1.9
CC(=O)OCP(C)(=O)COC(C)=O,5.2
Cc1ccc(NC(=O)C2CC(O)CN2C(=O)OCc2ccccc2)cc1C (stereo unspecified),0.0
NCC(O)COc1ccc2c(c1)OCO2 (stereo unspecified),-2.8
COc1cccc(F)c1C(C[N+](=O)[O-])c1c(N)n(C)c(=O)n(C)c1=O (stereo unspecified),0.9
Cc1ccc(S(=O)(=O)N2CCN(C(=O)COC(=O)COc3ccccc3)CC2)cc1,3.8
CCCN(CCC)c1nc2ccccc2nc1C(C#N)C(=O)OCCOC (stereo unspecified),-1.0
O=C(COC(=O)c1ncc(Cl)c(Cl)c1Cl)NNC(=O)c1ccccc1,5.7
O=C(O)/C=C/c1cn(Cc2ccccc2)nc1-c1cccnc1,-0.3
C=CCN(CC(=O)NCC1CCCO1)C(=O)CCC(=O)Nc1cc(C)on1 (stereo unspecified),-0.5
Cc1ccc(N)cc1CN1CCN(c2ncc(Cc3ccccc3)cn2)CC1,-3.4
C=CCN(c1ccc(C(=O)Nc2cccc([N+](=O)[O-])c2)cc1)S(C)(=O)=O,-1.6
COc1ccc(-c2noc(CCC(=O)NCCCN3CCC(Cc4ccccc4)CC3)n2)cc1,10.1
Cc1ccc(C(C)C)c(OCCNC(=S)Nc2cccc3ccccc23)c1,-3.6
CC(C)Cn1c(N)c(C(=O)CSc2ncn[nH]2)c(=O)n(C)c1=O,1.7
CCN1C(=O)CC2(C[N+]3(C)CCC2CC3)C1=O (stereo unspecified),1.0
CC(C)C(NS(=O)(=O)c1cccc(C(F)(F)F)c1)C(=O)O (stereo unspecified),1.3
Cc1c(C(=O)NCCN2C(=O)S/C(=C\c3cccs3)C2=O)cccc1[N+](=O)[O-],1.4
O=[N+]([O-])c1ccc(N2CCN(CCO)CC2)c2ncccc12,3.8
c1ccc(Cn2cc(-c3cccnc3)cn2)cc1,0.6
COc1ccc(S(=O)(=O)NC(C)(C)C)cc1-c1nnc2c3ccccc3c(C)nn12,4.5
COc1ccc(C2CC(c3cccs3)=NN2C(=O)CSc2nc(=O)n3cc(C)ccc3n2)cc1 (stereo unspecified),-2.0
Cc1ccc2nc(SCC(=O)N3CCCCCC3)nc(=O)n2c1,1.2
Fc1ccccc1NC(=S)Nc1cccc2cnccc12,3.1
CC(=O)Nc1ccc(S(=O)(=O)N2CCCC(C(=O)N3CCN(c4ccccc4)CC3)C2)cc1 (stereo unspecified),-2.4
COc1ccc(CN(C)C(=O)Cc2ccc(OC)c(S(=O)(=O)N3CCOCC3)c2)cc1OC,0.7
Cn1c(CC(=O)Nc2ccc(F)cc2)nnc1SCC(=O)NC1CCCCC1,1.1
CCc1ccc(C(=O)C(C)OC(=O)c2nc3nc(C)cc(C)n3n2)cc1 (stereo unspecified),-3.5

# 6 successive entries already listed:
SMILES,TbREL1 primary
COc1ccc(S(=O)(=O)NC(C)(C)C)cc1-c1nnc2c3ccccc3c(C)nn12,4.5
COc1ccc(C2CC(c3cccs3)=NN2C(=O)CSc2nc(=O)n3cc(C)ccc3n2)cc1 (stereo unspecified),-2.0
Cc1ccc2nc(SCC(=O)N3CCCCCC3)nc(=O)n2c1,1.2
Fc1ccccc1NC(=S)Nc1cccc2cnccc12,3.1
CC(=O)Nc1ccc(S(=O)(=O)N2CCCC(C(=O)N3CCN(c4ccccc4)CC3)C2)cc1 (stereo unspecified),-2.4
COc1ccc(CN(C)C(=O)Cc2ccc(OC)c(S(=O)(=O)N3CCOCC3)c2)cc1OC,0.7

# (list continues)
SMILES,TbREL1 primary
COc1ccc(-c2cc(C(=O)NCc3ccc(Cl)cc3)no2)cc1OC,2.3
O=C(/C=C/c1ccc(-c2ccc(F)cc2)o1)N1CCCC1,0.1
COc1ccc(Cl)cc1NC(=S)Nc1cccc(C)c1,-3.3
O=C(O)c1ccc(N=N/C(=N\Nc2ccc(C(=O)O)cc2)c2ccccc2)cc1,1.7
O=C1CC(c2cccs2)CC2=C1C(c1ccccc1)n1ncnc1N2 (stereo unspecified),-1.0
Cc1cccc(OCC(O)Cn2c(=N)n(CCN3CCCCC3)c3ccccc32)c1 (stereo unspecified),11.9*
Cc1ccc(CNS(=O)(=O)c2c(N)n(C)c(=O)n(C)c2=O)cc1,0.3
CCOc1ccc(NC(=O)c2cc3cc4ccc(OC)cc4nc3o2)cc1,-0.6
CCOCCCn1c(=N)c(C(N)=S)cc2c(=O)n3cccc(C)c3nc21,-0.6
COc1ccc(CCN(C)C2CCCN(C(=O)Cn3cnnn3)C2)cc1OC (stereo unspecified),1.9
CCOc1ccc(NC(=O)C2CCCN(c3c(CC)c(C)nc4ncnn34)C2)cc1 (stereo unspecified),-1.2
COc1cc(C(C)=O)ccc1OCC(O)CN1CCN(c2ccc(C)c(C)c2)CC1 (stereo unspecified),-3.0
O=C(Cc1ccc(NC(=O)C2CCN(C(=O)C3CC3)CC2)cc1)Nc1cccc(C(=O)N2CCCCC2)c1,4.8
Cc1cc(N2CCNC[C@@H]2C)ccc1N1CCS(=O)(=O)CC1,-0.2
CN(CC(=O)NC1CCCCC1)S(=O)(=O)c1cccc2cccnc12,0.2
C=CCSc1nnc(NC(=O)CCN2C(=O)C3CC=CCC3C2=O)s1 (stereo unspecified),1.4
COc1ccccc1NC(=O)CN1CCN(CC(=O)Nc2ccc3c(c2)OCO3)CC1,1.5
Cc1ccc2c(c1)C=CC(C)(C)S2=O (stereo unspecified),1.4
Cc1ccc(-c2csc3nnc(SCc4csc(C)n4)n23)cc1,1.2
Cc1ccc(SCc2cc(=O)n3[nH]c(C)nc3n2)cc1,-2.7

# The last 2 records of the section above open the next one:
SMILES,TbREL1 primary
Cc1ccc(-c2csc3nnc(SCc4csc(C)n4)n23)cc1,1.2
Cc1ccc(SCc2cc(=O)n3[nH]c(C)nc3n2)cc1,-2.7
Cc1ccc(-c2nc(SCC(N)=O)c(C#N)c3c2CCCC3)cc1,-2.6
CC(C)S(=O)(=O)C/C(N)=N/OC(=O)c1cc(Cl)cc(Cl)c1,-1.3
CC(=Nc1ccc2c(c1)nc(CO)n2C)C1=C(O)CC(C)(C)CC1=O,-3.5
CC(=O)c1c(Nc2ccc3c(c2)OCCO3)oc(C)cc1=O,-0.5
Cc1cccc(OC(C)C(=O)N2CCc3ccccc3C2)c1 (stereo unspecified),-1.8
CCN(CC(=O)Nc1ccc(NC(C)=O)cc1)C(=O)CCCc1nc2ccccc2s1,1.4
COc1ccc(S(=O)(=O)NCCCCC(=O)O)cc1C(=O)O,2.9
COc1ccc(Cc2c(-c3ccc(F)cc3)nc3ccc(Br)cn23)c(C)c1,8.1
COCCCNc1cc(C)nc2ccccc12,-0.5
COc1ccc(C(C)(C)C)cc1NC(=O)CCN1C(=O)NC(C)(C)C1=O,-1.6
Cc1ccc(N2CC(C(=O)Nc3cc(Cl)ccc3-n3cncn3)CC2=O)cc1 (stereo unspecified),0.1
O=C(NNC(=O)C1CCC1)c1ccccc1,0.0
CC(Oc1ccccc1)C(=O)N=Nc1c(O)[nH]c2ccc(Br)cc12 (stereo unspecified),1.6
COC(=O)[C@]12C[C@H](CC(=O)N3CCN(C(=O)c4ccco4)CC3)C(=O)N(Cc3ccc(Cl)cc3Cl)C1=C[C@H](C(C)C)O[C@@H]2C1CC1,-3.1
O=C(CN1CCN(S(=O)(=O)c2ccc(Cl)s2)CC1)N1CCCCC1,0.1
Cc1cc(C)cc(NC(=O)C(=O)NCC2CCCN2S(=O)(=O)c2cccs2)c1 (stereo unspecified),-0.9
CC(=O)NCCn1c(SCC(=O)c2ccccc2)nc2ccccc2c1=O,1.0
Cc1nc2c(C)cccn2c1/C(O)=C1\C(=O)C(=O)N(CCN(C)C)C1c1cccs1 (stereo unspecified),-0.1
N#C/C(=C/c1ccc(F)cc1)C(N)=S,-1.7
COc1ccc(S(=O)(=O)NCc2cc(-c3ccccc3Cl)no2)cc1,-3.9
O=C(NC(=S)NCc1ccccc1)c1ccccc1F,2.5
CCn1nc(C)c(/C=N/NC(=O)c2c[nH]c3ccccc23)c1C,2.7
CC(C)NC(=O)C(=O)NCCCOC(C)C,6.6
COc1ccccc1N1CCN(Cc2cc3c(cc2O)OCO3)CC1,-5.5
CC(=O)N/N=C/C1=CCC2CC1C2(C)C (stereo unspecified),-0.2
O=C(Nc1ccc(F)cc1)C1CC(=O)N(Cc2ccco2)C1 (stereo unspecified),-3.2
C[C@H](CO)N1C[C@H](C)[C@@H](CN(C)Cc2ccc(C(=O)O)cc2)Oc2ccc(NS(C)(=O)=O)cc2C1=O,7.3
O=C(NCc1nnc2c(C(F)(F)F)cc(Cl)cn12)c1cccs1,7.0
O=C1C(Sc2cccc(F)c2)=C[C@@]2(O)CC[C@@H](O)[C@]1(Sc1cccc(F)c1)[C@H]2O,2.3
CCn1nc(C)c(CNCc2cn[nH]c2-c2cc3ccccc3o2)c1C,-1.9
Cn1c(=O)[nH]c(=O)c2c1nc(SCC(=O)Nc1ccccc1)n2Cc1ccccc1,-1.1
Cc1ccc(C)c(S(=O)(=O)N2CCCOC2CNC(=O)C(=O)NCCc2ccccc2)c1 (stereo unspecified),2.2
CCCCCC(=O)Nc1ccc(-c2csc(C)n2)cc1,-2.5
COc1cccc(NC(=O)C2CCN(C(=O)[C@@H]3Cc4ccccc4CN3C(=O)OC(C)(C)C)CC2)c1,-2.2
Cc1cccc(COCC(Cc2ccccc2)N2CCN(C(=O)c3cccc(Cl)c3)CCC2=O)c1 (stereo unspecified),3.5
Cc1c(NC(=O)c2ccc3c(c2)OCO3)cccc1-c1nc2ccccc2s1,2.4
CC(C)Cc1nc2sc3c(NCc4ccco4)ncnc3c2c2c1COC(C)(C)C2,4.6
COc1ccc(NC(=O)N2CCCC2C(=O)Nc2ccccc2F)cc1 (stereo unspecified),-3.7
Nn1c(SCc2cccc3ccccc23)nnc1-c1cc(-c2ccc(F)cc2)n[nH]1,0.0
CCC(C)c1ccc(OCCCCN2CCOCC2)cc1 (stereo unspecified),5.3
CCCN(CC(=O)Nc1ccccc1C)C(=O)Cc1c(C)nc2ccccc2c1C,4.8
Cc1cccc(C)c1Cn1c(C)c(C(=O)NCc2cccc(Cl)c2)sc1=O,0.1
CCCS(=O)(=O)NC(=O)C1(C)CCN(C(=O)COCc2ccccc2)C1 (stereo unspecified),3.1
CCOC(=O)C1=CCN(S(=O)(=O)c2ccccc2[N+](=O)[O-])C1c1ccc(C)cc1 (stereo unspecified),0.3
N#Cc1ccccc1OCC(=O)OCCCOC(=O)COc1ccccc1C#N,0.2

# Printed as active in TbREL1 primary, among the entries above:
SMILES,TbREL1 primary
Cc1cccc(OCC(O)Cn2c(=N)n(CCN3CCCCC3)c3ccccc32)c1 (stereo unspecified),11.9*

# Three entries out of the list above, sorted by the number in TbREL1 primary, highest first.
SMILES,TbREL1 primary
O=C(NCc1nnc2c(C(F)(F)F)cc(Cl)cn12)c1cccs1,7.0
COc1ccccc1NC(=O)CN1CCN(CC(=O)Nc2ccc3c(c2)OCO3)CC1,1.5
CCCCCC(=O)Nc1ccc(-c2csc(C)n2)cc1,-2.5

# From PubChem BioAssay
